Compound activity (PubChem)
HSF-1 act: increases HSF-1 driven luciferase reporter signal; NIH3T3-HGL HSF-1 luciferase reporter, MG132, 8 h; 100% = twice DMSO control signal; activation, % at 9 µM; hit rate 1.7% among 300,000; AID 504408;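 active = mean replicate activation of at least 50% with a set share of replicates each reaching 50%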;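 also: 0% = median of the neutral control wells and 100% = twice that signal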
AI-2 QS mod: modulates the Vibrio harveyi AI-2 quorum sensing system | hit rate 0.4% among 300,000 | activity change, % at 7.5 µM | Vibrio harveyi JMH597 AI-2 luminescence/OD600 ratio, 9 h; hits give low values; strain lacks LuxN and CqsS sensors; 0 = neutral-control median; in the data active = activity change below about -75%, passing the limit was not always enough;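 also: luminescence divided by OD600 gain over 9 h not by final OD600 alone; inactives centre near 13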
IEC-6 cytotox: kills IEC-6 intestinal cells in KLF5 counter-screen. IEC-6 cytotoxicity, luminescence viability. inhibition, % at 5 µM. hit rate 0.78% among 290,000. AID 1825; in the data active = inhibition above about 22%;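 also: 0% = plate median of test compound wells and 100% = cytotoxic reference compound wells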
HSP90 inh: HSP90 refolding inhibition in rabbit reticulocyte lysate. AID 1789. inhibition, % at 5.6 µM. luciferase refolding luminescence, 3 h. hit rate 0.91% among 290,000;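 active = inhibition above the screen-wide mean plus 3 SD, computed separately per campaign, cut at about 16% in these data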;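 also: 0% = DMSO wells and 100% = 60 µM geldanamycin wells; inhibitors lower the luminescence because luciferase stays unfolded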
GSK3beta inhib: inhibitors of human GSK3beta kinase; AID 2097; GST-GSK3beta kinase, ADP-Glo luminescence, 60 min; hits give low values; activity score (negative = inhibition), % at 10 µM; hit rate 0.038% among 300,000; P49841;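 active = more than half of replicate wells score below -50%, meaning over 50% inhibition versus plate controls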;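 also: 0% = median DMSO wells and -100% = median GW8510 positive control wells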
Target sequence (P49841 whole entry, looked up): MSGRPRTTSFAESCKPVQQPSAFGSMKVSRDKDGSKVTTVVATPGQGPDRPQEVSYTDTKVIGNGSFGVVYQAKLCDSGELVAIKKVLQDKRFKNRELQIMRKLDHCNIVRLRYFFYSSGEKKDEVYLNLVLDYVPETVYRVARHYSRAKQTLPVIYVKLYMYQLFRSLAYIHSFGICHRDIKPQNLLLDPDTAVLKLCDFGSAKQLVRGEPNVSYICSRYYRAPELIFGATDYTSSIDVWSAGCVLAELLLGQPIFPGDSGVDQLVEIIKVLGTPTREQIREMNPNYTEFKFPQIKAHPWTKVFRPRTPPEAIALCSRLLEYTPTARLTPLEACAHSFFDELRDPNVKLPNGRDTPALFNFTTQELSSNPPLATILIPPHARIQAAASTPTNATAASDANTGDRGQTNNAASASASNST
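Test system: GST-fused GSK3beta enzyme, cell-free | Quantity: 1.6 ng GST-GSK3beta enzyme per well | Reagent: 25 µM ATP with peptide substrate | Schedule: 60 min enzyme reaction, room temperature | Signal: Luminescent ADP-Glo measurement of ADP formed | Read-out basis: Score relative to plate controls | Control set: DMSO and 20 µM GW8510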
aSyn UTR inh: 5' untranslated region of α-synuclein, MLPCN primary screen | alpha-synuclein 5'UTR reporter, inhibitor activity | inhibition, % (tested at 7.5 µM) | hit rate 0.82% among 300,000; in the data active = inhibition above about 60%;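 also: H4 neuroglioblastoma cells stably carrying SNCA 5'UTR luciferase fusion; 0% = DMSO wells and 100% = positive control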
HSF1 inhib: HSF1 inhibition; hit rate 0.77% among 300,000; activity change, negative = inhibition, % at 7.5 µM (by protocol); NIH3T3-HGL HSE-luciferase, MG132-induced, luminescence 8 h; hits give low values;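 active = more than half of replicate wells show activity change below -50%, luminescence cut by over half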;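 also: luciferase reports HSF-1 transcriptional activity via heat shock element; 0% = median of DMSO wells and -100% = zero luminescence signal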
KLF5 inh: suppresses KLF5 promoter-driven expression; inhibition, % at 5 µM; DLD-1 KLF5 promoter-luciferase reporter, luminescence; hit rate 0.23% among 290,000;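 active = inhibition above a per-plate limit of that plate's mean compound inhibition plus 3 SD, cut at about 60% in these data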;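 also: 0% = DMSO wells and 100% = LY294002 at 200 µM; higher means less KLF5 promoter-driven luciferase light; inactives centre near -14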
GSK3 alpha inh: human GSK-3 alpha kinase inhibition. hit rate 0.1% among 320,000. ADP-Glo luminescence, 60 min. P49840. inhibition, % at 10 µM;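 in the data active = inhibition above about 50%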;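 also: GST-tagged GSK-3 alpha with peptide substrate and 25 µM ATP; 0% = DMSO neutral wells and 100% = GW8510 positive control wells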
Target sequence (P49840 whole entry, looked up): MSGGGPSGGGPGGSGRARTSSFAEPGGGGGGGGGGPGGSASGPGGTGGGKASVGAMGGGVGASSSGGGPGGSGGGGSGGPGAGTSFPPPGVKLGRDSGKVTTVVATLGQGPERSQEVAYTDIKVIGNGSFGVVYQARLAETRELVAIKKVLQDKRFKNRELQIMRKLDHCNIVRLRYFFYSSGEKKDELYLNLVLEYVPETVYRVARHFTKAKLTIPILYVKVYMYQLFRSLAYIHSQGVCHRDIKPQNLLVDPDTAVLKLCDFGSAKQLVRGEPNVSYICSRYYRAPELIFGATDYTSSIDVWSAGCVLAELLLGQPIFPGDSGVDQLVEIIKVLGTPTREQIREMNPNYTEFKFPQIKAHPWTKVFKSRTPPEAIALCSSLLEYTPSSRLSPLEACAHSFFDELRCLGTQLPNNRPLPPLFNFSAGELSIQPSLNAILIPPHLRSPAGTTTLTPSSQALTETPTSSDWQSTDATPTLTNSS
HIF activator: HIF pathway transcriptional activation | AID 1910 | hit rate 0.32% among 300,000 | activation, % at 7.5 µM (by protocol) | U2OS HRE-luciferase reporter, luminescence; normalized: DMSO 0%, desferrioxamine 100%;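 active = mean activation of at least 10% of the iron chelator positive control signal, with at least half of replicates also reaching 10%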
Starred values were filed as active, the others as inactive.

How did CN(C)/C=N/c1nc2ccc3c(c2s1)CCCC3 do in these assays?
HSF-1 act: 39; AI-2 QS mod: 38; IEC-6 cytotox: 0; HSP90 inh: 2; GSK3beta inhib: 12; aSyn UTR inh: -138; HSF1 inhib: 18; KLF5 inh: -102; GSK3 alpha inh: -3; HIF activator: 2.8

What do the screens show for `CS(=O)(=O)N(CC(=O)Nc1ccccc1F)C1CCCCC1`?
HSF-1 act: -9; AI-2 QS mod: 11; IEC-6 cytotox: 2; HSP90 inh: -4; GSK3beta inhib: 0; aSyn UTR inh: 6; HSF1 inhib: -4; KLF5 inh: -16; GSK3 alpha inh: 2; HIF activator: -25

How did CCNC(=O)C(CCSC)NS(=O)(=O)c1ccc(C)cc1 (stereo unspecified) do in these assays?
HSF-1 act: -1; AI-2 QS mod: -7; IEC-6 cytotox: 6; HSP90 inh: 4; GSK3beta inhib: 1; aSyn UTR inh: 0; HSF1 inhib: 0; KLF5 inh: 5; GSK3 alpha inh: 0; HIF activator: 0.7

What do the screens show for `C=CCOC(=O)c1[nH]c2c(c1C)C(=O)CC(c1ccco1)C2` (stereo unspecified)?
HSF-1 act: -35; AI-2 QS mod: 10; IEC-6 cytotox: 89*; HSP90 inh: 0; GSK3beta inhib: 2; aSyn UTR inh: 69*; HSF1 inhib: -34; KLF5 inh: 90*; HIF activator: 2.7

Results for Cc1ccc(Cn2c(SCC(=O)N(C)C3CCS(=O)(=O)C3)nc3ccccc3c2=O)cc1 (stereo unspecified) ?
HSF-1 act: 3; AI-2 QS mod: 24; GSK3beta inhib: 2; aSyn UTR inh: 13; HSF1 inhib: 5; GSK3 alpha inh: -2; HIF activator: 3.0

Results for CC(C)(C)NC(=O)CSc1ncccc1-c1nc2ccccc2[nH]1 ?
HSF-1 act: -1; AI-2 QS mod: 8; IEC-6 cytotox: 9; HSP90 inh: 0; GSK3beta inhib: -2; aSyn UTR inh: -34; HSF1 inhib: 3; KLF5 inh: -21; GSK3 alpha inh: 4; HIF activator: 0.2

What do the screens show for `CCc1nnc(NC(=O)CSc2nc(C)nc3c2c(=O)n(C)c(=O)n3C)s1`?
HSF-1 act: 38; AI-2 QS mod: 9; IEC-6 cytotox: 1; HSP90 inh: -2; GSK3beta inhib: 0; aSyn UTR inh: 6; HSF1 inhib: 12; KLF5 inh: -47; GSK3 alpha inh: 1; HIF activator: -0.3

What do the screens show for `COc1ccc(-c2ccc(SCC(=O)NC3CCCC3)nn2)cc1OC`?
HSF-1 act: 10; AI-2 QS mod: 14; IEC-6 cytotox: 0; HSP90 inh: -5; GSK3beta inhib: 2; aSyn UTR inh: 20; HSF1 inhib: 2; KLF5 inh: -23; GSK3 alpha inh: -1; HIF activator: 0.0

What do the screens show for `O=C(CN1CCCC1)Nc1ccc(NC(=O)Nc2ccccc2)cc1`?
AI-2 QS mod: 12; IEC-6 cytotox: 4; HSP90 inh: -2; GSK3beta inhib: 1; aSyn UTR inh: -194; KLF5 inh: -81; GSK3 alpha inh: 1; HIF activator: 1.8

What do the screens show for `Cc1cccc(NC(=O)C2c3ccccc3C(=O)N3CCc4ccccc4C23)n1` (stereo unspecified)?
HSF-1 act: 7; AI-2 QS mod: -4; IEC-6 cytotox: -4; HSP90 inh: 0; GSK3beta inhib: -1; aSyn UTR inh: -51; HSF1 inhib: -2; KLF5 inh: 23; GSK3 alpha inh: 2; HIF activator: -0.3

How did COc1c(O)cccc1-c1nnn(CCC(=O)OCC(=O)c2ccccc2)n1 do in these assays?
HSF-1 act: -25; AI-2 QS mod: 6; IEC-6 cytotox: 0; HSP90 inh: -3; GSK3beta inhib: 0; aSyn UTR inh: -1; HSF1 inhib: -1; KLF5 inh: -7; GSK3 alpha inh: 9; HIF activator: -0.5

How did Nc1cnc(Br)cc1Br do in these assays?
HSF-1 act: 21; AI-2 QS mod: 26; IEC-6 cytotox: 5; HSP90 inh: -4; GSK3beta inhib: 0; aSyn UTR inh: 15; HSF1 inhib: 0; KLF5 inh: -23; GSK3 alpha inh: 1; HIF activator: -0.5

Results for Cc1cccc(N(C(=O)CNC(=O)c2ccco2)C(C(=O)NC2CCCCC2)c2cccnc2)c1 (stereo unspecified) ?
HSF-1 act: -11; AI-2 QS mod: 23; IEC-6 cytotox: -2; HSP90 inh: -4; GSK3beta inhib: 1; aSyn UTR inh: 6; HSF1 inhib: -9; KLF5 inh: -7; GSK3 alpha inh: -1; HIF activator: 0.2

How did COC(=O)c1nc(N)sc1C(C)C do in these assays?
HSF-1 act: -25; AI-2 QS mod: 13; IEC-6 cytotox: 0; HSP90 inh: 1; GSK3beta inhib: 4; aSyn UTR inh: 16; HSF1 inhib: -18; KLF5 inh: -39; GSK3 alpha inh: 0; HIF activator: -0.5

Results for Oc1ccc(O)c(/C(=N/Nc2ccccc2)c2ccccc2)c1 ?
HSF-1 act: 3; AI-2 QS mod: -28; IEC-6 cytotox: 1; HSP90 inh: -1; GSK3beta inhib: 1; aSyn UTR inh: -6; HSF1 inhib: 3; KLF5 inh: -3; GSK3 alpha inh: 2; HIF activator: 1.1

What do the screens show for `NC1=C(c2ccc([N+](=O)[O-])cc2)C(=O)CO1`?
HSF-1 act: 2; AI-2 QS mod: 22; IEC-6 cytotox: 4; HSP90 inh: -4; GSK3beta inhib: -1; aSyn UTR inh: -10; HSF1 inhib: -4; KLF5 inh: -24; GSK3 alpha inh: 0; HIF activator: -0.2

Results for CC(=O)c1cccc(S(=O)(=O)NCC2CCCCC2)c1 ?
HSF-1 act: 3; AI-2 QS mod: 4; IEC-6 cytotox: -8; HSP90 inh: -1; GSK3beta inhib: -1; aSyn UTR inh: 12; HSF1 inhib: -3; KLF5 inh: 2; GSK3 alpha inh: -1; HIF activator: 1.5

What do the screens show for `COc1cc(/C=C2/C(=O)NN(c3cccc(Cl)c3)C2=O)cc(OC)c1O`?
HSF-1 act: 5; AI-2 QS mod: 21; IEC-6 cytotox: -3; HSP90 inh: 0; GSK3beta inhib: -1; aSyn UTR inh: 3; HSF1 inhib: -1; KLF5 inh: -44; GSK3 alpha inh: 4; HIF activator: 0.0

Results for Cc1cc2cc(CNC(=O)c3ccc(S(=O)(=O)N4CCOCC4)cc3)ccc2n1C ?
HSF-1 act: -30; AI-2 QS mod: 2; IEC-6 cytotox: 3; HSP90 inh: 4; GSK3beta inhib: 0; aSyn UTR inh: 11; HSF1 inhib: -14; KLF5 inh: -12; GSK3 alpha inh: -1; HIF activator: -0.4

How did CC(=O)Nc1ccccc1C(=O)C(=O)Nc1cccc(C(=O)NCC2CCCO2)c1 (stereo unspecified) do in these assays?
HSF-1 act: -2; AI-2 QS mod: 19; IEC-6 cytotox: 2; HSP90 inh: -1; GSK3beta inhib: 1; aSyn UTR inh: 4; HSF1 inhib: -4; KLF5 inh: 5; GSK3 alpha inh: -4; HIF activator: -0.3

What do the screens show for `CN1c2ccccc2C(O)=C(C(=S)Nc2ccccc2)S1(=O)=O`?
HSF-1 act: 10; AI-2 QS mod: 15; IEC-6 cytotox: 7; HSP90 inh: -3; GSK3beta inhib: -2; aSyn UTR inh: -4; HSF1 inhib: 5; KLF5 inh: -1; GSK3 alpha inh: -4; HIF activator: -0.2

What do the screens show for `O=S(=O)(c1cccc(Cl)c1Cl)N1CCCCC1`?
HSF-1 act: 0; AI-2 QS mod: 9; IEC-6 cytotox: 3; HSP90 inh: 1; GSK3beta inhib: 3; aSyn UTR inh: 25; HSF1 inhib: -1; KLF5 inh: -12; GSK3 alpha inh: -1; HIF activator: -0.4

How did CCOc1cc(C(=O)N2CCC(CC3CC(c4cccc(Br)c4)=NO3)(C(=O)NCC3CCCCC3)CC2)cc(OCC)c1OCC (stereo unspecified) do in these assays?
HSF-1 act: 13; AI-2 QS mod: 27; IEC-6 cytotox: 1; HSP90 inh: 5; GSK3beta inhib: -5; aSyn UTR inh: 23; HSF1 inhib: 0; KLF5 inh: -18; GSK3 alpha inh: -2; HIF activator: -9.3

What do the screens show for `COc1ccc(C(=O)Nc2nnc(-c3ccccc3)o2)cc1OC`?
HSF-1 act: -5; AI-2 QS mod: 5; IEC-6 cytotox: -1; HSP90 inh: -2; GSK3beta inhib: -1; aSyn UTR inh: 9; HSF1 inhib: 2; KLF5 inh: 29; GSK3 alpha inh: -1; HIF activator: 0.0

Results for CC(=O)N1c2ccc(S(=O)(=O)N3CCC(C(=O)NCc4ccc(N(C)C)cc4)CC3)cc2CC1C (stereo unspecified) ?
HSF-1 act: 23; AI-2 QS mod: 25; IEC-6 cytotox: 1; HSP90 inh: -2; GSK3beta inhib: 1; aSyn UTR inh: 4; HSF1 inhib: 2; KLF5 inh: 0; GSK3 alpha inh: -1; HIF activator: -0.2

Results for CCCCNCC(O)(c1ccc(Cl)cc1)c1ccc(Cl)cc1 ?
HSF-1 act: -4; AI-2 QS mod: 3; IEC-6 cytotox: 4; HSP90 inh: 3; GSK3beta inhib: 0; aSyn UTR inh: 8; HSF1 inhib: -5; KLF5 inh: 2; GSK3 alpha inh: -2; HIF activator: -0.4

What do the screens show for `CC(C)NC(=O)C(C)N1CCN(S(=O)(=O)c2ccc3ccccc3c2)CC1` (stereo unspecified)?
HSF-1 act: 1; AI-2 QS mod: 22; IEC-6 cytotox: -6; HSP90 inh: 3; GSK3beta inhib: -7; aSyn UTR inh: 5; HSF1 inhib: -2; KLF5 inh: -14; GSK3 alpha inh: -2; HIF activator: -0.6

How did CC1=C(C#N)C(=O)NC(=O)/C1=C/c1ccc(-c2ccc(S(N)(=O)=O)cc2)o1 do in these assays?
HSF-1 act: -6; AI-2 QS mod: 32; IEC-6 cytotox: -15; HSP90 inh: -1; GSK3beta inhib: 1; aSyn UTR inh: -11; HSF1 inhib: -3; KLF5 inh: -25; GSK3 alpha inh: 0; HIF activator: 0.1

What do the screens show for `O=C(N/N=C/c1ccc(F)c(F)c1)c1cc2c(s1)-c1ccccc1CC2`?
HSF-1 act: 14; AI-2 QS mod: 42; IEC-6 cytotox: 5; HSP90 inh: 3; GSK3beta inhib: 0; aSyn UTR inh: -3; HSF1 inhib: -6; KLF5 inh: 16; GSK3 alpha inh: -2; HIF activator: 0.4

How did COc1cccc(NC(=O)CN2C(=O)NC(c3ccccc3)(c3ccccc3)C2=O)c1 do in these assays?
HSF-1 act: 14; AI-2 QS mod: -93*; IEC-6 cytotox: 2; HSP90 inh: 1; GSK3beta inhib: -2; aSyn UTR inh: -5; HSF1 inhib: 2; KLF5 inh: -28; GSK3 alpha inh: -1; HIF activator: -0.1

How did COc1ccc(-c2nn(-c3ccccc3)cc2/C=C2/SC(=S)N(CCC(=O)O)C2=O)cc1 do in these assays?
HSF-1 act: 1; AI-2 QS mod: 25; IEC-6 cytotox: -10; HSP90 inh: -9; GSK3beta inhib: 0; aSyn UTR inh: -39; HSF1 inhib: 10; KLF5 inh: -27; GSK3 alpha inh: -2; HIF activator: 3.9

Outcome played no part in choosing rows. Share with any hit: about 4.7%.
